# Screens: PubChem, National Center for Advancing Translational Sciences (NCATS)
# Tb PYK inh – blocks Trypanosoma brucei pyruvate kinase; actives 0.12% (n = 410,000); AID 624173; Q57TT1; TbPYK enzyme, Kinase-Glo Plus ATP luminescence, 45 min; Potency, µM (top dose mostly 76.8 µM), inactives show top-dose activity, negative = inhibition, most hits filed as inhibitors; also: nearly all actives have a fitted effect of over 50% in size
#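 Luminescent Kinase-Glo Plus end-point after 45 min room-temperature reaction of T. brucei pyruvate kinase started with 130 uM ADP (final). Buffer TEA 50 mM pH 7.2 with KCl, MgCl2, BSA, Tween-20; titration-based qHTS with fitted concentration-effect curves.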
# HCV inhibitor – inhibitors of hepatitis C virus infection; Huh7.5.1 HCVcc-Cre infection, luciferase reporter, 44 h; Potency, µM (titrated, usually from 41.8 µM), for the others: at the highest dose activity change, negative = inhibition, hits mostly inhibitors; actives 3.4% (n = 340,000)
#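 After 44 h co-culture of compound, cells and HCVcc-Cre (~0.5 moi), substrate is added for 15 min at room temperature and luciferase measured over 15 sec. Cells were seeded at 1,000/well and pre-cultured 4 h.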
# * = called active by the depositor; ? = inconclusive; [ ] = dose if it differs, or a comment. Calls follow the shape of the dose curve; as a rule, active = well fitted curve in the direction sought with a large enough effect; inconclusive = small, poorly fitted or top-dose-only effect, or another doubt; inactive = no such curve, though single readings can be large; an effect the other way counts as inactive or inconclusive. % is scaled to controls: 0 for no effect and ±100 for the full control effect; potency is read from the fitted curve at half-maximal effect.
# Sample of the layout, 3 compounds:
SMILES,Tb PYK inh,HCV inhibitor
CON(C)C(=O)CC1(CN(Cc2ccccc2)C(=O)OC(C)(C)C)CCCCC1,-3%,-20%
COc1ccc(N=C2c3ccccc3-c3ccc([N+](=O)[O-])cc32)cc1,-3%,-4%
CC1CCC2(CC1)NC(=O)N(CC(=O)NCc1ccc(Cl)cc1)C2=O (stereo unspecified),3%,-25%

# Results, previewed entries included:
SMILES,Tb PYK inh,HCV inhibitor
CON(C)C(=O)CC1(CN(Cc2ccccc2)C(=O)OC(C)(C)C)CCCCC1,-3%,-20%
COc1ccc(N=C2c3ccccc3-c3ccc([N+](=O)[O-])cc32)cc1,-3%,-4%
CC1CCC2(CC1)NC(=O)N(CC(=O)NCc1ccc(Cl)cc1)C2=O (stereo unspecified),3%,-25%
COCC(=O)N(C)[C@H]1C[C@H]2c3cc(Oc4ccccc4C)ccc3CCN2C(=O)[C@H]1[C@H](C)O,5%,2%
COc1ccccc1CC(=O)N1CCN(c2ccc(F)cc2)CC1,-4%,?
COc1ccc(CCNC(=O)COC(=O)c2cnc(Cl)c(Cl)c2)cc1,3%,?
CC[C@]12c3[nH]c4ccccc4c3CCN1C(=O)C(CC(=O)NCCCOC)C[C@@H]2C(=O)N1CCN(C(=O)C2CC2)CC1 (stereo partly specified),2%,-3%
O=S(=O)(NCCc1ccc(F)cc1)c1cc(C(F)(F)F)ccc1Br,6%,-19%
O=C1C(Cc2ccccc2)Nc2ncnc(N3CCCCC3)c2N1Cc1ccccc1 (stereo unspecified),1%,16%
Cc1ccc(S(=O)(=O)CS(=O)(=O)c2ccc(C)cc2)cc1,3%,-5%
C=CCC[C@H](Cc1ccc(F)cc1)C(=O)OC[C@H](C)NC(=O)[C@H](CC=C)CC(=O)NCCO,-4%,5%
Cc1nn(CC(=O)N2CCN(C(=O)c3ccco3)CC2)c(C)c1[N+](=O)[O-],-9%,30%[activator]
COc1cc2c(cc1OC(C)=O)CCCCC2=O,0%,6%
CCOc1ccc(C(=O)OC(C)C(=O)N2CCN(Cc3ccccc3)CC2)cc1 (stereo unspecified),2%,-8%
COc1cc2c(Cc3ccccc3)cncc2cc1O,-7%,?
O=C(COC(=O)/C=C/c1ccc([N+](=O)[O-])cc1)NNC(=O)c1ccccc1,-1%,15%
CCOC(=O)C1=C(C)N(C[C@@H]2CC[C@@H](Cc3ccc(-c4ccccc4)cc3)O2)C(=O)NC1c1ccc(Cl)cc1 (stereo partly specified),3%,?
COC(=O)C1=C(c2cc3ccccc3o2)C[C@@H]2CC[C@H]1N2C(=O)N1CCOCC1,2%,-22%
Cc1coc2c(C)c3oc(=O)cc(-c4ccccc4)c3cc12,-6%,-15%
O=C(NCc1ccc2c(c1)OCO2)c1c(-c2ccccc2)sc2ccccc12,-2%,26%
O=C1CC(N2CCN(c3ccccc3F)CC2)C(=O)N1c1ccc(F)cc1 (stereo unspecified),-1%,35%[activator]
C#CCOCCOCCOCCNc1nc(N2CCOCC2)nc(N2CCN(C(=O)[C@H](C)n3cc(CCC(=O)O)nn3)CC2)n1,1%,0%[8.37 µM]
Cc1nc2cc(Cc3ccccc3)ccc2o1,-2%,18%
COC(=O)C1=C(c2cc3ccccc3s2)C[C@@H]2CC[C@H]1N2C(=O)N1CCOCC1,0%,?
CC1CN(S(=O)(=O)c2cc(C(=O)N(C)Cc3cccs3)ccc2Cl)CC(C)O1 (stereo unspecified),-2%,?
O=C(COc1ccccc1F)Nc1nc(-c2ccccn2)cs1,?,?
O=C(NCc1ccccc1)c1ccc(NC(=O)C2CCCCC2)cc1,6%,5%
O=C(O)/C(=C\c1ccc2ccccc2c1)c1cccc2ccccc12,2%,6%
Cc1ccc(S(=O)(=O)NCC(=O)OCc2csc(CC(=O)Nc3ccccc3C)n2)cc1C,-9%,13%
Cc1ccc(NC(=O)c2cc(C(=O)Nc3ccc(C)cc3)n(C)n2)cc1,-3%,-19%
Cc1ccc(OCc2nnc(SCC(=O)O)n2-c2ccccc2)cc1,-5%,22%
COc1ccc(-c2nnc(N)s2)cc1OC,-3%,-6%
Cc1ccc2c(c1)[C@H]1[C@H](CO2)[C@H](c2ccccc2)[C@]2(C)C(=O)N(Cc3ccco3)CC(=O)N12,-4%,-26%
CCN(C(=O)CSc1nnc(-c2ccccc2F)n1N)c1c(N)n(Cc2ccccc2)c(=O)[nH]c1=O,0%,10%
O=C(c1cccc(S(=O)(=O)N2CCCc3ccccc32)c1)N1CCN(c2ccccc2)CC1,4%,?
COc1cccc(C(=O)OCCCOC(=O)c2cccc(OC)c2OC)c1OC,-4%,-22%
CC(C)=CCN1CC[C@@]2(C)c3cc(O)ccc3CC1C2C (stereo partly specified),4%,-21%
Cc1ccc([C@H]2C(C(=O)O)=CC[C@@H](c3ccc(Cl)cc3)N2S(=O)(=O)c2ccc(C)cc2)cc1,-10%,4%
O=C(COc1cccc(C(F)(F)F)c1)Nc1nnc(C2CC2)s1,-2%,-1%
Cc1cc(NC(=O)NC(=O)c2ccccc2NC(=O)CN(C)C)ccc1Oc1ncc(Br)cn1,-2%,?
CN(C(=O)CSc1nc2ccccc2c(=O)n1-c1ccc(F)cc1F)C1CCS(=O)(=O)C1 (stereo unspecified),-4%,21%
CC1(OC(=O)C2CCCC2)C(=O)C=C2C=C(c3ccc(C#N)cc3)OC=C2C1=O (stereo unspecified),-12%,?
CCN(C(=O)COC(=O)c1ccco1)c1cccc2ccccc12,-5%,22%
COC(=O)C1=C(C)N(Cc2ccccc2)C(=NCc2ccccc2)N[C@H]1c1cccc(C(F)(F)F)c1,-9%,?
CC(C)=CC(=O)Nc1cccc(S(=O)(=O)NC2=NCCCCC2)c1,3%,-1%
COc1cccc(CCC2C(=O)CCCC2=O)c1,-8%,?
NS(=O)(=O)c1ccc(CNC(=O)C2CCCN2C(=O)c2cccs2)cc1 (stereo unspecified),4%,11%
c1ccc(CSc2ncnc3c2ncn3C2CCCCO2)cc1 (stereo unspecified),4%,-14%
COC(=O)[C@@]1(C)[C@H]2C(=O)N(Cc3ccccc3)C(=O)[C@H]2[C@H]2CN=C(SCC(=O)c3ccccc3)N21,-13%,-10%[8.37 µM]
Cc1cc(NC(=O)Nc2ccc(Cl)c(Cl)c2)no1,-1%,1%
CC(C)[C@@H](CO)NS(=O)(=O)c1ccc(Br)cc1F,-2%,14%
O=C(CCNS(=O)(=O)c1ccccc1)NNC(=O)c1cccc(Cl)c1,4%,6%
CCOC(=O)C1(C(=O)OCC)NC(=O)CC1C (stereo unspecified),-3%,9%
O=C(Nc1ccc2c(c1)OCO2)c1ccc2c(c1)S(=O)(=O)c1ccccc1C2=O,1%,2%
NC(=O)C1C2C=CC(C2)C1c1ccccc1 (stereo unspecified),-3%,-6%
O=C(O)C1=C[C@H](c2ccc(C(F)(F)F)cc2)C[C@H](OCCCCO)O1,1%,29%
COc1ccc(N2CC(C(=O)Nc3nnc(SCC(=O)NCC4CCCO4)s3)CC2=O)cc1 (stereo unspecified),?,0%
Cc1ccc(S(=O)(=O)N(C)CC(=O)NNC(=O)CCS(=O)(=O)c2ccccc2)cc1,-1%,7%
Cc1ccnc(NC(=O)c2cccc(NC(=O)c3ccc(Cl)cc3)c2)c1,-1%,?
COC(=O)C1=C[C@@H](C(=O)OC)[C@@H]2C3=C(C(=O)[C@]2(CC(C)C)NC(=O)c2ccccc2)[C@H](C)n2c(=O)n(-c4ccccc4)c(=O)n2[C@@H]3C1,-6%,7%

# Quoted from the listing.
# Reading of Cc1ccc(S(=O)(=O)N(C)CC(=O)NNC(=O)CCS(=O)(=O)c2ccccc2)cc1 in HCV inhibitor: 7%
# Reading of Cc1ccnc(NC(=O)c2cccc(NC(=O)c3ccc(Cl)cc3)c2)c1 in Tb PYK inh: -1%

# Fetched by compound from above (7):
SMILES,Tb PYK inh,HCV inhibitor
O=C(Nc1ccc2c(c1)OCO2)c1ccc2c(c1)S(=O)(=O)c1ccccc1C2=O,1%,2%
O=C(CCNS(=O)(=O)c1ccccc1)NNC(=O)c1cccc(Cl)c1,4%,6%
Cc1cc(NC(=O)Nc2ccc(Cl)c(Cl)c2)no1,-1%,1%
NC(=O)C1C2C=CC(C2)C1c1ccccc1 (stereo unspecified),-3%,-6%
Cc1ccc(S(=O)(=O)N(C)CC(=O)NNC(=O)CCS(=O)(=O)c2ccccc2)cc1,-1%,7%
CC(C)[C@@H](CO)NS(=O)(=O)c1ccc(Br)cc1F,-2%,14%
COC(=O)[C@@]1(C)[C@H]2C(=O)N(Cc3ccccc3)C(=O)[C@H]2[C@H]2CN=C(SCC(=O)c3ccccc3)N21,-13%,-10%[8.37 µM]

# Next compounds
SMILES,Tb PYK inh,HCV inhibitor
O=C(COC(=O)C1CC1)NCc1ccc(Cl)cc1Cl,1%,10%
CC(C)NC1(C(N)=O)CCN(Cc2ccccc2)CC1,-7%,6%
CC(C)NC(=O)N(C)C[C@H]1Oc2c(NC(=O)C3CC3)cccc2C(=O)N([C@H](C)CO)C[C@@H]1C,-2%,25%
COc1cc(C2c3cc4c(cc3OC(C)(N3CCCC3)C2C)OCO4)cc(OC)c1OC (stereo unspecified),-3%,?
COc1ccc(-n2nc(C(=O)N3CCC(C#N)CC3)c3c4ccccc4n(C)c3c2=O)cc1,1%,7%
Cc1ccc(-c2nnc(N3CCN(C(=O)CN4C(=O)c5ccccc5C4=O)CC3)c3ccccc23)cc1,-1%,-3%
NC(=S)NN=C1CCC2(CCCCC2)CC1,10%,-10%
CCN1CCN(S(=O)(=O)c2ccc(Cl)c(C(=O)N(CCc3ccccc3)Cc3ccccc3)c2)CC1,5%,13µM*
Cc1cccc(-c2c3c(=O)n(C)c(=O)n(C)c3cn2-c2ccc(O)cc2)c1,-6%,11%
CCOC(=O)Nc1ccc2c(COC(=O)CN(C)S(=O)(=O)c3ccc(C)cc3)cc(=O)oc2c1,-4%,-21%
c1cn(CCCNC2CCCCCCC2)cn1,3%,?
Clc1ccc(-c2nnc(-c3cccc4ccccc34)o2)cc1,-3%,?
O=C1NCCOC(=O)[C@@H](Cc2ccc(F)cc2)C/C=C\C[C@@H]1CC(=O)N(CCO)Cc1ccccc1,2%,?
COc1ccc(-c2ccc3c(c2)C2CC3CCN2)cc1 (stereo unspecified),-5%,8%
CC(=O)c1c(OCC(=O)N(C)C2CCCCC2)ccc2c(C)cc(=O)oc12,-7%,-5%
COc1cc(NC(=O)c2ccc(N3CCCC3=O)cc2)cc(OC)c1,-4%,?
CC(C)=CCNc1ncnc2c1c(C#N)cn2C1OC(CO)C(O)C1O (stereo unspecified),-3%,?
CCC1NC(=O)c2ccccc2N1c1cccc(Cl)c1 (stereo unspecified),0%,-19%
C=CCn1c(C)cc(-c2csc(NC(=O)C3CCN(c4ncnc5sc(C)c(C)c45)CC3)n2)c1C,-1%,-19%
Cc1cc(C)cc(NC(=S)N2CCC(C(=O)c3ccc(F)cc3)CC2)c1,-3%,-1%
Cn1c(=O)n(CC(=O)OCc2ccccc2)c(=O)c2c1nc1n2CCCN1C1CCCCC1,1%,4%
O=S(=O)(NCc1ccc2c(c1)OCO2)c1ccc2oc3ccccc3c2c1,6%,10%
COC(=O)Nc1ccc(S(=O)(=O)N2CCC(C(=O)NCc3ccc4c(c3)OCO4)CC2)cc1,-2%,2%
COc1ccc(NC(=O)NC[C@@H]2CC[C@@H](Cc3ccc(-c4ccccc4)cc3)O2)cc1,0%,4.5µM*
COCCCNC(=O)CC1C[C@H](C(=O)N2CCOCC2)[C@@]2(C)c3[nH]c4ccccc4c3CCN2C1=O (stereo partly specified),1%,3%
COc1ccc(CCNC(=O)COC(=O)c2cc(S(=O)(=O)N3CCOCC3)ccc2C)cc1OC,1%,-5%
O=C(CCc1ccccc1)N[C@@H]1c2ccccc2CC[C@H]1OCc1ccccc1,-3%,40%[activator]
O=c1cc(Cc2ccc([N+](=O)[O-])cc2)[nH]c(=O)[nH]1,-2%,21%
Cc1c(O)c2ccccc2n(-c2ccccc2)c1=O,-6%,-6%
CN1CC(=O)N(CC(=O)NC2CCCCC2)C1=O,2%,8%
CN(C(=O)CN1C(=O)NC2(CCCc3ccccc32)C1=O)C1CCCCC1 (stereo unspecified),4%,12%
O=C(Nc1cccc(C(=O)O)c1)/C(=C/c1cccc([N+](=O)[O-])c1)NC(=O)c1cccc(Br)c1,1%,8%
O=C(NNC(=O)c1ccccc1-n1cccc1)c1cncc(Br)c1,3%,3%
CN(C)Cc1ccccc1Sc1ccc2c(c1)CCCC2,3%,2%
O=C(NCCCOc1ccc([N+](=O)[O-])cc1Cl)OCc1ccccc1,-6%,1%
C[C@H](CO)N1C[C@H](C)[C@@H](CN(C)Cc2ccc(Cl)c(Cl)c2)Oc2c(NC(=O)Cc3ccccc3)cccc2C1=O,-2%,-28%
CC(C)N(C(=O)[C@H]1CC(CC(=O)NCc2cccc(C(F)(F)F)c2)C(=O)N2CCc3c([nH]c4ccccc34)[C@]12C)C(C)C (stereo partly specified),-1%,10µM*
CCC[C@@H](CN1CCC[C@H]1CN1C(N)=NC[C@H]1CC(C)C)N1C[C@@H]([C@H](C)CC)N(CCCC2CCCC2)C1=N,1%,2.8µM*
NC(=O)c1ccsc1NC(=O)c1ccc([N+](=O)[O-])o1,2%,?
CCCn1c(SCC(=O)N(CC)c2c(N)n(Cc3ccccc3)c(=O)[nH]c2=O)nnc1-c1ccncc1,-4%,11%
O=C(Nc1cccc(S(=O)(=O)NC2=NCCC2)c1)c1ccc(F)cc1,5%,-3%
Cc1ccc(-c2csc(NCCc3nc4cc(Cl)c(Cl)cc4n3CCOCCO)n2)cc1,2%,-20%

# These rows are one share of the data. The share of hits here may be higher or lower than overall.
